High-throughput results from PubChem.
GLP1R inv ag = inverse agonists of human GLP-1 receptor. HEK293 GLP-1R CRE-luciferase, luminescence, 24 h; GLP-1R form is constitutively active. P43220. Potency, µM (series often up to 38.3 µM), for the others: at the highest dose activity change, negative = inhibition, actives largely listed as inhibitors. hit rate 1.6% among 410,000; also: potency is read from the fitted curve at half-maximal effect; % is scaled to controls: 0 for no effect and ±100 for the full control effect; nearly all actives have a fitted effect of over 55% in size
Target sequence (P43220 whole entry, looked up): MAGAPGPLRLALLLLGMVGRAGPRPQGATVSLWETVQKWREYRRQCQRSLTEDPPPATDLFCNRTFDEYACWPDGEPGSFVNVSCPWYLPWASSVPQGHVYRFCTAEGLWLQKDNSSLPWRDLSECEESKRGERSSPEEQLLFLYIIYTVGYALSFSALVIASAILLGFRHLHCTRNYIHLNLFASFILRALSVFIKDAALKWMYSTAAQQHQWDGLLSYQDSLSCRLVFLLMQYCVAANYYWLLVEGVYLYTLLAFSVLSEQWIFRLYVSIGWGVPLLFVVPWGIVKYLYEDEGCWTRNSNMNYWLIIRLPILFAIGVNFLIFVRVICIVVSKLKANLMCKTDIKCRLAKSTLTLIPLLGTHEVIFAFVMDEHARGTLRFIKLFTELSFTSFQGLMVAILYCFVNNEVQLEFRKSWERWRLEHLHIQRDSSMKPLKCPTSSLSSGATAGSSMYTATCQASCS
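Inverse agonism was detected as reduced cAMP-driven luciferase luminescence after 24 h compound treatment. The cells were HEK293 clones expressing constitutively active human GLP-1R with the reporter. Reporter-only and GPR119 cell lines served as counterscreen controls.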
HEK293 tox = cytotoxicity in counter-screen for GLP-1R inverse agonists. HEK293 cAMP-luciferase reporter cells, luminescence, 24 h. hit rate 0.13% among 410,000. Potency, µM (top dose mostly 38.3 µM), inactives show top-dose activity change, negative = inhibition, hits mostly inhibitors;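 also: loss of luciferase light is scored as toxicity; potency is read from the fitted curve at half-maximal effect; % is scaled to controls: 0 for no effect and ±100 for the full control effect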
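A 23 nL compound transfer followed 12 hours of cell culture at 37 deg C; exposure then lasted 24 hr. Luciferase assay detection reagent was dispensed and plates read for luminescence after a 12 min room-temperature wait.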
D3 ag = D3 dopamine receptor (human) agonism | P35462 | D3R DiscoveRx beta-arrestin cells, luminescence, 90 min | max activation, % | hit rate 0.58% among 410,000 | AID 652048; in the data active = max activation above about 30%; also: 0% is about no effect; mostly tested at two doses, the higher about 12 µM
Target sequence (P35462 whole entry, looked up): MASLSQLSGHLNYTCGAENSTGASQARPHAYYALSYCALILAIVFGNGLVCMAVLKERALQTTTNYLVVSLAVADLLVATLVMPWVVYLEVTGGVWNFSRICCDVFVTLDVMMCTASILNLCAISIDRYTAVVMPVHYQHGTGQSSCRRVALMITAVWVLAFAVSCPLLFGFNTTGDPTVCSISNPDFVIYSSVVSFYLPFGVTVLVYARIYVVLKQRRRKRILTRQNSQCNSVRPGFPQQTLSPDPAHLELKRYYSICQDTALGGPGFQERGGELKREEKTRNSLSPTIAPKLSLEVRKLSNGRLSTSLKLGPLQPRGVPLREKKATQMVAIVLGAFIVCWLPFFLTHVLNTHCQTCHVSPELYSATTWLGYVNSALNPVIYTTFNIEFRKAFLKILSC
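Agonist-mode cell screen: cells plated at 1500/well and incubated overnight at 37 °C, then exposed to library compounds for 90 min at 37 °C. Detection reagent was added for 30–60 min at room temperature, and luminescence was read.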
* hit, by the source's call; ? = inconclusive; [ ] = remark or other dose. Unless noted, calls follow the shape of the dose curve; as a rule, active = well fitted curve in the direction sought with a large enough effect; inconclusive = small, poorly fitted or top-dose-only effect, or another doubt; inactive = no such curve, though single readings can be large; an effect the other way counts as inactive or inconclusive. These rows are one share of the data; rates above refer to the full screens.

Values in the order – GLP1R inv ag, HEK293 tox, D3 ag
Cc1ccc(-n2c3c(c(=O)[nH]c2=O)C(NC(=O)C(C)(C)C)(C(F)(F)F)C(=O)N3)cc1 (configuration not stated)
  12%, 20%, 4
Cc1cccc(NC(=O)CSc2nccn2Cc2ccc(F)cc2)c1C
  ?, 5%, 3
COCCNC(=O)CSc1nnc(NC(=O)Nc2ccc(C)cc2)s1
  -14%, 3%, 1
COC(=O)c1cc(NC2(c3ccccc3)C(=O)c3ccccc3C2=O)cc(C(=O)OC)c1
  8%, 1%, -1
COCCN1Cc2cccc(C(=O)Nc3ccc(C)c(F)c3)c2C1=O
  4%, 13%, -1
COc1ccc(OCC(=O)Nc2cc(-c3ccccc3F)nn2-c2ccccc2)cc1
  10%, -3%, -2
CCc1cccc(NC(=O)Cn2ccn3nc(-c4ccc(OC)c(OC)c4)cc3c2=O)c1
  4%, 28%, -12
CCCCCOc1ccc(/C=C/C(=O)Nc2sc(C)c(C)c2C(=O)OCC)cc1OC
  4%, -3%, -29
O=C(NCc1ccco1)c1ccc2c(c1)N(Cc1cccc(Cl)c1)C(=O)c1ccccc1S2(=O)=O
  -11%, -13%, -11
CCOc1ccc(CNC(=O)c2ccc(NC(=O)N3CCSc4ncccc43)cc2)cc1
  16%, -12%, -2
COc1cc2oc(=O)c(CC(=O)NCCc3ccccc3F)c(C)c2cc1OC
  2%, -2%, 7
CCC1CN(C(=O)Nc2ccc(Br)cc2F)c2ccccc2S1 (configuration not stated)
  -30%, -11%, -14
COc1ccc(C(=O)N(Cc2cc(OC)c(OC)c(OC)c2)CC2CCCO2)cc1 (configuration not stated)
  2%, -1%, -1
CCNC(=O)c1ccc2c(c1)nc1n2CCCCC1
  -8%, -7%, -18
COc1ccc(N2CCN(C(=O)c3nn(-c4ccc(C)cc4)c(=O)n(C)c3=O)CC2)cc1
  10%, 0%, -10

Values in the order – GLP1R inv ag, HEK293 tox, D3 ag
COc1ccc(NC(=O)Cn2nnc3sc4c(c3c2=O)CCC(C)C4)c(OC)c1 (configuration not stated)
  -5%, -9%, -22
COc1cc(CNC(=O)c2sc3ncccc3c2-n2cccc2)cc(OC)c1OC
  7%, -7%, 2
COc1cccc(CNC(=O)c2ccc(-c3nc(CSc4ccccc4)c(C)o3)cc2)c1
  7%, -3%, -15
Cc1cc(C)n2c(Nc3ccccc3)c(-c3ccccc3)nc2n1
  ?, -4%, 2
Cc1ccc(OCC(=O)OCc2cc(=O)n3nc(C4CCCCC4)sc3n2)cc1C
  12%, 3%, 7
CCN(Cc1ccccc1)C(=O)Cn1c(=O)n(-c2ccc(C)c(C)c2)c(=O)c2c(C)c(C)sc21
  -22%, -1%, -8
Cc1cc(C)cc(OC(=O)c2cc(-c3ccc(Cl)cc3)on2)c1
  -7%, -6%, 1
O=C(Nc1cccc(Cl)c1)N1CCSc2ccccc21
  0%, 1%, -18
COc1ccccc1CCNC(=O)C(=O)NCC(c1cccs1)S(=O)(=O)c1cccs1 (configuration not stated)
  -23%, 2%, 0
O=C(NCc1cccc(Br)c1)C1CCCCN1S(=O)(=O)c1ccc(F)cc1 (configuration not stated)
  ?, -5%, 0
COc1cccc(CNC(=O)C2CCCN(c3ncnc4onc(-c5ccc(F)cc5)c34)C2)c1 (configuration not stated)
  1%, -11%, 2
CCN(CC)S(=O)(=O)c1ccc(NC(=O)NCc2noc3ccc(C)cc23)cc1
  10µM*, -30%, -4
O=C(CSc1nccn1Cc1ccc(F)cc1)NCc1ccccc1
  -2%, -17%, -4
O=C(Nc1nc2ccc(F)cc2s1)c1nc(S(=O)(=O)Cc2ccccc2)ncc1Cl
  ?, ?, -15
Cc1ccc(OCC(=O)NCC2(N3CCN(C)CC3)CCCCC2)cc1
  -10%, -8%, -6

Values in the order – GLP1R inv ag, HEK293 tox, D3 ag
CC1CCN(c2nc3ccc(C(=O)NCc4ccc(Cl)cc4)cc3s2)CC1
  ?, 0%, -4
Cc1ccc(CN2CCc3nc(Nc4ccc5c(c4)OCCO5)ncc3C2)cc1
  ?, -8%, -15
COc1ccc(N2CCN(C(CNC(=O)C(=O)NCc3cccnc3)c3cccnc3)CC2)cc1 (configuration not stated)
  12%, 0%, -6
CCCCn1cnc2cc(NC(=O)c3cc(OC)c(OC)c(OC)c3)ccc21
  -2%, -10%, -6
Cc1ccc(C)c(Cn2c(=O)n(Cc3ccco3)c(=O)c3oc4ccccc4c32)c1
  -3%, 12%, -17
Cc1ccc(OCCSc2nc(C)c(Cc3ccccc3)c(=O)[nH]2)cc1
  4%, -9%, 4
O=c1c(S(=O)(=O)c2ccccc2)cn(Cc2ccc(F)cc2)c2cc(N3CCCC3)c(F)cc12
  -6%, -13%, -2
Cc1cc(C)cc(NC(=O)COc2cccc3c(=O)n(C)ccc23)c1
  18%, 0%, 8
COc1ccccc1C1C=C(c2ccc(Cl)cc2)Nc2nc(-c3ccc(Cl)cc3)nn21 (configuration not stated)
  ?, 132%[activator], 3
CC(=O)c1cccc(NC(=O)c2noc3c2CSc2ccccc2-3)c1
  4%, 1%, 1
COc1ccc(CCNCc2c(C(=O)O)c(C)n(Cc3ccccc3C)c2C)c(OC)c1
  -1%, -1%, 6
Cc1nc2ccn(Cc3cccnc3)c(=O)c2cc1C(=O)N1CCN(c2ccc(F)cc2)CC1
  8%, 10%, -5
CC1(C)N=C(c2ccc(F)cc2)C(=O)N1CC(=O)Nc1ccccc1Cl
  4%, -18%, 6
CCCn1c(CCC(=O)Nc2cccc(C)c2C)nc2cccnc21
  9%, 0%, -14
N#Cc1nc(-c2ccc(COc3ccccc3)o2)oc1NCc1cccnc1
  6%, -17%, 1

Already shown: entries from further up.
Values in the order – GLP1R inv ag, HEK293 tox, D3 ag
CC(=O)c1cccc(NC(=O)c2noc3c2CSc2ccccc2-3)c1
  4%, 1%, 1
COc1ccc(CCNCc2c(C(=O)O)c(C)n(Cc3ccccc3C)c2C)c(OC)c1
  -1%, -1%, 6
Cc1nc2ccn(Cc3cccnc3)c(=O)c2cc1C(=O)N1CCN(c2ccc(F)cc2)CC1
  8%, 10%, -5
CC1(C)N=C(c2ccc(F)cc2)C(=O)N1CC(=O)Nc1ccccc1Cl
  4%, -18%, 6
CCCn1c(CCC(=O)Nc2cccc(C)c2C)nc2cccnc21
  9%, 0%, -14
N#Cc1nc(-c2ccc(COc3ccccc3)o2)oc1NCc1cccnc1
  6%, -17%, 1

(next part)
Values in the order – GLP1R inv ag, HEK293 tox, D3 ag
COc1ccc(C(=O)Nc2ccccc2SCc2cc(=O)c3cccc(C)c3[nH]2)cc1
  1%, 0%, 6
COc1ccccc1N1CCN(C(=O)c2ccc(Nc3nc4ccccc4n4nnnc34)cc2)CC1
  -27%, -18%, -5
CCc1ccc(OCC(=O)Nc2ccc(S(=O)(=O)Nc3onc(C)c3C)cc2)cc1
  -19%, -14%, -3
CCCCn1cc(S(=O)(=O)c2ccc(C)c(C)c2)c(=O)c2cc(F)c(N3CCN(C)CC3)cc21
  6%, 2%, -9
O=C(NCc1ccc2c(c1)CCN2C(=O)c1ccccc1)c1ccc(Br)o1
  -8%, 3%, 5
COc1ccccc1NC(=O)C1CCN(S(=O)(=O)c2cn(C)cn2)CC1
  9%, 11%, -5
CCCNC(=O)C1CCN(S(=O)(=O)c2ccc3c(c2)CCCN3C(C)=O)CC1
  11%, 20%, 9
CC(CNC(=O)c1ccc(Cn2c(SCc3ccccc3)nc3cccnc32)cc1)c1ccccc1 (configuration not stated)
  ?, 17%, -6
CC(=O)c1c(C)oc2ccc(N(C(=O)Oc3ccccc3)S(=O)(=O)c3ccc(C(C)(C)C)cc3)cc12
  -22%, -11%, 13
Cc1ccccc1NC(=O)Cn1c(=O)n(Cc2ccco2)c(=O)c2cccnc21
  -10%, -11%, -16
COC(=O)CCSc1nc2sc3c(c2c(=O)n1Cc1ccccc1)CCC(C(C)(C)C)C3 (configuration not stated)
  -24%, -4%, 1
c1ccc(-c2cn(-c3ccccc3)c3ncnc(N4CCN(c5ccccc5)CC4)c23)cc1
  13%, -1%, 8
CCc1ccc(-c2nn(CC(=O)NC3CCCC3)c3c2cnc2ccc(F)cc23)cc1
  23%, -13%, 4
COc1cc(NC(=O)c2cc(C3CC3)nc3c2c(C)nn3-c2ccc(C)cc2)cc(OC)c1
  -9%, 7%, 12
COc1ccccc1CNC(=O)CC(c1ccc(F)cc1)N1Cc2ccccc2C1=O (configuration not stated)
  -18%, 6%, -21

Values in the order – GLP1R inv ag, HEK293 tox, D3 ag
CCn1nc(C)c(CCN(C)C(=O)Nc2cc(OC)c(OC)c(OC)c2)c1C
  -2%, 3%, 5
COc1ccc(C(=O)N(Cc2cc(OC)c(OC)c(OC)c2)c2ccccn2)cc1
  9%, -5%, 6
CC1=C(C(=O)N2CCN(c3cc(C)ccc3C)CC2)C2(CCC(C)CC2)OC1=O (configuration not stated)
  2%, 12%, -7
CC1(C)CC(=O)c2cc(C(=O)Nc3ccc(Br)cc3)c(=O)[nH]c2C1
  10%, -2%, 3
COc1ccc(-c2nc(SCC(=O)Nc3cccc(C(C)=O)c3)n[nH]2)cc1
  11%, -14%, -9
CCCOc1ccc(C(=O)N(Cc2ccc(N(C)C)cc2)CC2CCCO2)cc1 (configuration not stated)
  ?, 8%, 7
COc1ccc(NC(=O)CSc2nc(-c3ccc(F)cc3)c3cccc(C)c3n2)cc1
  3%, 21%, -18
Cc1cccc(NC(=O)CSc2nc(C)cc(C)c2C(=O)Nc2ccc(Cl)cc2)c1
  -6%, -13%, -4
Cc1ccccc1C(=O)NC1(C(F)(F)F)C(=O)Nc2c1c(=O)[nH]c(=O)n2CCc1ccccc1 (configuration not stated)
  23%, 21%, -8
CCOc1ccccc1NC(=O)Cn1c(=O)n(C(C)C)c(=O)c2oc3ccccc3c21
  -5%, 17%, -10
Cc1ccccc1-c1noc(-c2ccc(N3CCN(c4ccccc4)CC3)c([N+](=O)[O-])c2)n1
  12%, 0%, -7
COc1ccc(OC)c(-c2nnc3n(CCc4ccccc4)c(=O)c4ccccc4n23)c1
  9%, -1%, 10
CCN(C(=O)CSc1nnc(-c2cc(OC)c(OC)c(OC)c2)o1)c1ccccc1
  -29%, 2%, 1
CCC(O)c1cc2c(cc1NC(=O)c1ccccc1F)OCCO2 (configuration not stated)
  9%, 1%, 2
CCOc1ccccc1CNC(=O)c1ccc2c(c1)sc1nc(-c3cccc(OC)c3)cn12
  -7%, -3%, 1

Values in the order – GLP1R inv ag, HEK293 tox, D3 ag
CCOC(=O)c1cc(C)n(CC2CCC(C(=O)Nc3cccc(C(C)=O)c3)CC2)c1C (configuration not stated)
  -2%, -3%, 7
Cc1nc2nc(SCC(=O)NCc3ccccc3Cl)nn2c(C)c1Cc1ccccc1
  -14%, -4%, 3
COc1ccc(-n2ccnc(NCc3cccs3)c2=O)cc1OC
  6%, 0%, 6
O=C1c2oc3ccccc3c(=O)c2C(c2ccccc2)N1Cc1ccc2c(c1)OCO2 (configuration not stated)
  7%, 12%, 3
CC(=O)N1CCc2c(sc3nc(SCC(N)=O)n(-c4ccc(F)c(Cl)c4)c(=O)c23)C1
  2%, -1%, 5
COc1ccc2c(c1)c1c(c(=O)n(Cc3ccccc3)c(=O)n1CC(=O)NCc1ccccc1Cl)n2C
  10%, -3%, 7
O=C(Nc1ccc2c(c1)OCO2)c1cc(-c2cccc(Cl)c2)on1
  12%, -8%, -6
CCc1c(-c2ccccc2)nc2ccccc2c1C(=O)NCc1ccc(C)cc1
  ?, -2%, 19
CCOc1cc(-c2ccc(OC(=O)c3ccccc3)c(OC)c2)cc(=O)c2c(C)oc(C)c12
  -8%, -4%, -18
COC(=O)c1c(SCC(=O)Nc2cccc(Cl)c2C)[nH]c2ccccc2c1=O
  -11%, -9%, -11
Cc1ccccc1-c1nc(CNC(=O)Nc2ccccc2)c(C)o1
  4%, -13%, 3
COc1cccc(C(=O)c2sc3nc(-c4ccccc4)cc(C(F)(F)F)c3c2N)c1
  14%, 27%, -9
Cc1ccc(NC(=O)c2cccc(NC(=O)N3CCSc4ncccc43)c2)cc1F
  14%, 5%, 3
COc1ccc(NC(=O)c2ccc3c(c2)c(C)c(C)n3Cc2ccc(F)cc2)cc1
  ?, ?, -8
Cn1ncc2c(NCc3ccc(Cl)cc3)ncnc21
  -16%, -5%, -19

Values in the order – GLP1R inv ag, HEK293 tox, D3 ag
CC1CCCCN1C(=O)CSc1nc2ccccc2nc1Cc1ccc(Cl)cc1 (configuration not stated)
  5µM*, 1%, -11
CCOc1cc(C(=O)Nc2ccc3oc(-c4ccc(F)cc4Cl)nc3c2)cc(OCC)c1OCC
  ?, -6%, 4
CCOc1ccc(Nc2c3c(nc4nncn24)CCC3)cc1
  ?, -20%, 10
Cc1ccc(Cn2cc(CCC(=O)NC3CCC(C)CC3)c3ccccc32)cc1 (configuration not stated)
  ?, -4%, 9
CN(C(=O)c1nc(-c2cccc(F)c2)n2c1CCCCC2)c1ccccc1F
  -18%, 4%, -24
CCc1ccc(OCc2nc(-c3ccc(OC)c(OC)c3)no2)c(Br)c1
  ?, 0%, 3
